# Compound activity deposited in PubChem by several laboratories.
# HPDE-C7 cytotoxicity = HPDE-C7 pancreatic duct cell viability loss – fluorescence, HTS (AID 430) | HPDE-C7 pancreatic duct cells viability, fluorescence; higher % means a stronger effect | one-dose cytotoxicity, % at 10 µM; EC50 in µM for titrated hits | 63,000 compounds, 1.8% hits;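 further: cells exposed to compound for 48 hours before viability readout; 0% = vehicle and 100% = reference cytotoxic drug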
# TNAP inhibition = inhibition of tissue-nonspecific alkaline phosphatase – biochemical, luminescent (AID 518); purified TNAP enzyme, luminescent substrate readout; higher % means a stronger effect; 64,000 compounds, 0.09% hits; inhibition, % at 20 µM; hits with a dose series show IC50 in µM; in the data active means a potency from the dose series; inactive means the rest, 99 in 100 with inhibition below about 22%;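 further: plate controls were vehicle for no effect and reference inhibitor for full effect; many of its hits are not listed in these tables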
# KRASV12 cytotoxicity = viability loss of HPDE-C7K cells – cell-based, fluorescence, HTS, primary screen (AID 431). one-dose cytotoxicity, % at 10 µM; EC50 in µM for titrated hits. 63,000 compounds, 1.7% hits. HPDE-C7K KRASV12 cells, Alamar Blue viability, 48 h; higher % means a stronger effect;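 active means compounds whose percent cytotoxicity in the single-dose primary screen, scaled between solvent and toxic-drug controls, exceeds 50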;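 further: 0% = DMSO solvent wells and 100% = doxorubicin-treated wells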
# Bfl-1 displacement = Bfl-1 inhibitors, primary screen, biochemical, fluorescence polarization, FITC-Bid, mouse (AID 432); FITC-Bid BH3 peptide fluorescence polarization displacement; higher % means a stronger effect; one-dose displacement, % at 20 µM; IC50 in µM for titrated hits; 64,000 compounds, 0.02% hits; in the data active means a potency from the dose series; inactive means the rest, 99 in 100 with displacement below about 15%; further: strong numbers were not always called active
# HT1080 viability = HT1080 cell viability loss – fluorescence readout (AID 620) | HT1080 viability, fluorescence; higher % means a stronger effect | one-dose cytotoxicity, % at 10 µM; EC50 in µM for titrated hits | 87,000 compounds, 0.42% hits;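 further: cells exposed to compound overnight then 4 h with Alamar Blue; 0% = vehicle DMSO and 100% = killing control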
# DPM-DC inhibit = inhibitors of Streptococcus pneumoniae diphosphomevalonate decarboxylase; purified DPM-DC, PK/LDH coupled NADH fluorescence; calls only at 10 µM; 65,000 compounds, 0.49% hits;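 active means the 320 compounds with the highest percent inhibition in the single-dose primary screen, excluding strongly autofluorescent ones, cut at about 32% in these data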;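 further: kinetic rate of NADH fluorescence loss reporting ADP formed by the decarboxylase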
# LYP inhibition = LYP phosphatase inhibitors, primary screen, biochemical, DiFMUP fluorescence, recombinant catalytic domain, 10 µM (AID 606); recombinant LYP catalytic domain, DiFMUP fluorescence; higher % means a stronger effect; inhibition, % at 10 µM; hits with a dose series show IC50 in µM; 52,000 tested, under 10 active;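 active means IC50 under 40 µM in the dose-response test; inactive means IC50 of 40 µM or more, or never dose-tested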
# MK inhibit = S. pneumoniae mevalonate kinase inhibition. 65,000 compounds, 0.48% hits. AID 555. inhibition, % at 10 µM. purified MK, PK/LDH-coupled NADH absorbance 340 nm;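 active means ranked among the strongest by inhibition in the single 10 µM screen, a fixed top-ranked set picked for dose follow-up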; further: no value below 0 was filed
# Spn PMK inh = S. pneumoniae PMK inhibition | purified PMK, PK/LDH-coupled NADH absorbance 340 nm | inhibition, % at 10 µM | 65,000 compounds, 0.49% hits | AID 539;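 active means top-ranked compounds by inhibition in the single 10 µM screen, taking a fixed number of the strongest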;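 further: 0% = full reaction with DMSO carrier and 100% = background rate without enzyme reaction; no value below 0 was filed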
# Spn PMK inh pilot replicates = second read-out of Spn PMK inh, no call of its own (marks repeat the call); inhibition, %; measured here: pilot screen replicates
# MK inhibit pilot replicates = second read-out of MK inhibit, no call of its own (marks repeat the call); inhibition, %; measured here: pilot screen replicates
# DPM-DC inhibit pilot screen % = further read-out of DPM-DC inhibit, marked with its call; inhibition, %; measured here: pilot screen trials
# Starred values were filed as active, the others as inactive; i = inactive; · = not tested or not shown. Unless noted, no stated cut-off is given here; in the data, active means cytotoxicity above about 50%; inactive means the rest. Outcome played no part in choosing rows; 3.4% or so of the library scored in one or more.
SMILES,HPDE-C7 cytotoxicity,TNAP inhibition,KRASV12 cytotoxicity,Bfl-1 displacement,HT1080 viability,DPM-DC inhibit,LYP inhibition,MK inhibit,Spn PMK inh,others
C/C(=C1/SC(N2CCCC2)=NC1=O)c1ccc(Br)cc1,32%,10%,27%,3%,6%,i,·,6,12,
O=C(Nc1nc2ccccc2n1CCN1CCOCC1)c1cn(-c2ccccc2)nc1-c1ccccc1,3%,4%,10%,-8%,7%,i,2%,0,3,
Nc1nc(C2C(=O)CCCC2=O)cs1,-2%,9%,0%,0%,2%,i,-5%,4,0,Spn PMK inh pilot replicates=5.5;MK inhibit pilot replicates=9.0;DPM-DC inhibit pilot screen %=5.0
CC1NC(=O)NC1CCCCC(=O)O (stereo not given),-9%,12%,2%,-2%,-2%,i,-2%,7,7,
CC1CCC(C(=O)NC(C(=O)N2CCN(c3ccccn3)CC2)C(C)C)CC1 (stereo not given),·,-3%,·,-1%,1%,i,2%,3,0,
CCN1C(=O)CC(N2CCC(C(=O)N3CCOCC3)CC2)C1=O (stereo not given),-5%,10%,4%,2%,-3%,i,3%,7,7,
Cn1c(OCc2ccc3c(c2)OCO3)nc2c1c(=O)n(Cc1cccc(Cl)c1)c(=O)n2C,5%,6%,6%,-3%,12%,i,·,·,10,
O=S(=O)(c1ccc(N2CCN(S(=O)(=O)c3ccc4c(c3)OCCO4)CC2)nc1)N1CCCC1,11%,17%,8%,6%,-6%,i,22%,0,5,
CCCCC[C@H](O)/C=C/C1=C(CCCCCCC(=O)O)C(=O)CC1,16%,12%,9%,16%,-3%,i,15%,9,5,Spn PMK inh pilot replicates=5.0;MK inhibit pilot replicates=0.0;DPM-DC inhibit pilot screen %=0.5
C=CCn1c(SCc2ccc(Cl)cc2)nc2c1c(=O)[nH]c(=O)n2C,-1%,14%,6%,-3%,2%,i,-33%,9,11,
COc1ccc(N(CC(=O)Nc2ccc(C)c(C)c2)S(=O)(=O)c2c(C)n[nH]c2C)cc1,-2%,-11%,9%,-7%,4%,i,9%,5,4,
O=C(COC(=O)Cc1ccsc1)NC1CCCCCC1,-6%,18%,-15%,4%,22%,i,4%,0,21,
c1ccc(Nc2nc(N3CCCCC3)nc(N3CCNCC3)n2)cc1,72%*,5%,76%*,-2%,12%,i,10%,4,10,
CCN(CC)CCn1c(SCC(=O)NCc2ccco2)nc2c(sc3ccccc32)c1=O,5%,2%,5%,3%,6%,i,·,1,8,
CC(C)COc1ccc(C(=O)NCc2ccco2)cc1,-24%,10%,-14%,4%,3%,i,12%,3,0,

# The list goes on, overlapping the part above by six compounds.
SMILES,HPDE-C7 cytotoxicity,TNAP inhibition,KRASV12 cytotoxicity,Bfl-1 displacement,HT1080 viability,DPM-DC inhibit,LYP inhibition,MK inhibit,Spn PMK inh,others
C=CCn1c(SCc2ccc(Cl)cc2)nc2c1c(=O)[nH]c(=O)n2C,-1%,14%,6%,-3%,2%,i,-33%,9,11,
COc1ccc(N(CC(=O)Nc2ccc(C)c(C)c2)S(=O)(=O)c2c(C)n[nH]c2C)cc1,-2%,-11%,9%,-7%,4%,i,9%,5,4,
O=C(COC(=O)Cc1ccsc1)NC1CCCCCC1,-6%,18%,-15%,4%,22%,i,4%,0,21,
c1ccc(Nc2nc(N3CCCCC3)nc(N3CCNCC3)n2)cc1,72%*,5%,76%*,-2%,12%,i,10%,4,10,
CCN(CC)CCn1c(SCC(=O)NCc2ccco2)nc2c(sc3ccccc32)c1=O,5%,2%,5%,3%,6%,i,·,1,8,
CC(C)COc1ccc(C(=O)NCc2ccco2)cc1,-24%,10%,-14%,4%,3%,i,12%,3,0,
O=C1CCC(=O)N1CN(C(=O)c1ccco1)c1ccccc1,·,10%,·,-2%,-3%,i,·,13,4,
O=C(O)Cn1cc(C(=O)C2CC2)c2ccccc21,-7%,8%,8%,0%,-5%,i,-6%,6,0,
CC1(C)Oc2ccc(C(=O)NC3CC3)cc2N(CC(=O)N2CCOCC2)C1=O,-11%,9%,-14%,-1%,-6%,i,-6%,4,0,
O=C(Cc1c(F)cccc1Cl)Nc1ccon1,-7%,4%,-10%,-3%,2%,i,7%,3,3,
Cc1cc(C)nc(NC(=O)CN2C(=O)c3ccccc3C2=O)n1,-7%,8%,10%,-6%,0%,i,4%,4,0,
CC(=O)N1CCN(C(=S)c2ccc(N(C)C)cc2)CC1,-25%,9%,-22%,-4%,-3%,i,16%,1,4,
COc1ccc(S(=O)(=O)Nc2ccc3c(c2)OCO3)cc1OC,14%,10%,10%,-6%,-4%,i,-5%,2,15,
CN1C(=O)c2ccccc2C(C(=O)NCCCN2CCCC2)C1c1c[nH]c2ccccc12 (stereo not given),-24%,5%,-5%,-3%,·,i,·,3,18,
CSc1nc(-c2ccccc2)nc2[nH]ccc(=O)c12,-1%,12%,4%,2%,9%,i,·,5,13,
C#CC(C)(C)NC(=O)c1ccccc1OC,3%,8%,-11%,-3%,3%,i,·,6,14,
COc1ccc(S(=O)(=O)N(C)CC(=O)NC2CCCC2)cc1Cl,-9%,7%,-18%,-11%,1%,i,16%,3,0,
CN1CCCc2cc3c(C(F)(F)F)cc(=O)oc3nc21,-4%,-6%,-4%,92%,2%,·,1%,4,5,
Cc1cc(C(=O)NCCC2=CCCCC2)c(C)o1,-8%,9%,-12%,-1%,·,i,0%,1,7,
CC(=O)Cc1nsc(NC(=O)c2ccc(COc3ccccc3)o2)n1,-4%,0%,-9%,-8%,-27%,i,·,5,14,
O=C(NCc1cccnc1)C1CC(=O)N(c2ccc(Cl)cc2)C1 (stereo not given),-7%,-5%,-6%,7%,4%,i,8%,6,2,
OCCSc1nncn1/N=C/c1c[nH]c2ccccc12,-6%,11%,-9%,8%,3%,i,·,11,6,
Oc1ccc(-c2nc3cnccn3c2Nc2ccc3c(c2)OCCO3)cc1,4%,9%,-2%,-8%,-2%,i,16%,7,5,
COc1ccc(OC)c(CN2CCN(C(=O)c3cccs3)CC2)c1,-13%,6%,3%,16%,-5%,i,-1%,5,13,
Cc1ccc(OCC(O)CN2CCN(Cc3ccc4c(c3)OCO4)CC2)c(C)c1 (stereo not given),4%,2%,9%,-3%,0%,i,·,6,6,
Cc1nn(C(=O)C(C)N2C(=O)c3ccccc3C2=O)c(C)c1Br (stereo not given),-7%,11%,-12%,-3%,2%,i,0%,6,0,
COCC(=O)Nc1ccccc1NC(C)=O,-1%,1%,-8%,4%,0%,i,·,7,6,
O=C1CC(C(=O)Nc2ccccc2)N=C(N2CCCCC2)N1 (stereo not given),-12%,-4%,-6%,-2%,-2%,i,·,0,5,
C(=N\n1cnnc1)/c1ccc(N2CCOCC2)cc1,6%,9%,3%,4%,3%,i,12%,6,0,
COc1ccc(CC(=O)N2CCCc3ccccc32)cc1OC,-1%,9%,0%,6%,0%,i,4%,10,4,
CC(=O)Nc1cc(C(F)(F)F)ccc1N1CCOCC1,15%,-2%,-3%,-2%,-2%,i,9%,5,0,
CCC(CC)C(=O)Nc1cccc(C(=O)Nc2ccc3c(c2)OCO3)c1,·,6%,·,7%,-7%,i,5%,6,10,
COC(=O)C1CCCN1C(=O)C1CCCN1C(=O)CNC(=O)OCc1ccccc1 (stereo not given),30%,-1%,27%,2%,-5%,i,·,1,14,
COC(=O)CN(c1c(C)cccc1C)S(C)(=O)=O,-12%,8%,-17%,-6%,3%,i,5%,8,6,
CCOC(=O)c1[nH]c2ccc(OC)cc2c1C,12%,12%,2%,0%,-2%,i,8%,3,5,
Cc1nc2ccccc2c(=O)n1NC(=O)COc1ccccc1,-26%,0%,-30%,5%,6%,i,1%,0,0,
CCOC(=O)C1CCCN(C(=O)Cc2c(C(=O)O)[nH]c3ccccc23)C1 (stereo not given),3%,4%,4%,1%,4%,i,9%,6,0,
CS(=O)(=O)N1CCCC(C(=O)NCc2ccc(F)cc2Cl)C1 (stereo not given),-26%,8%,-14%,-11%,·,i,0%,6,0,
COc1cc(Cl)c(S(=O)(=O)NCCCN2CCOCC2)cc1Cl,18%,-2%,8%,-7%,6%,i,0%,6,5,
CCOC(=O)c1c(C)[nH]c(C(=O)OCC(=O)N2c3ccccc3CC2C)c1C (stereo not given),5%,8%,12%,3%,3%,i,2%,8,8,
O=C(CSc1nnc(-c2ccco2)n1Cc1ccccc1)c1ccccc1,1%,15%,4%,-2%,-6%,i,4%,6,12,
COC(=O)c1ccc(NC(=O)CSc2nnc(CNc3ccc(F)cc3)n2C)cc1,3%,9%,3%,3%,19%,i,9%,11,12,
COc1ccc(-n2c(Cc3cccn3C)nnc2SCC(=O)Nc2ccc(Cl)cc2)cc1,29%,14%,49%,4%,·,i,3%,0,8,Spn PMK inh pilot replicates=2.5;MK inhibit pilot replicates=2.0;DPM-DC inhibit pilot screen %=0.0
CCOc1ccc(C(C)C)cc1S(=O)(=O)Nc1ccc(Cl)cn1,0%,10%,-6%,-6%,4%,i,9%,10,0,
CC(=O)OCCNc1cc(N2CCN(C)CC2)c2noc3c2c1C(=O)c1ccccc1-3,7%,29%,17%,45%,3%,i,8%,12,10,Spn PMK inh pilot replicates=2.0;MK inhibit pilot replicates=0.5;DPM-DC inhibit pilot screen %=4.0
CCOC(=O)C1=C(O)C(Nc2nccs2)(C(F)(F)F)N=C1C (stereo not given),-9%,-4%,-17%,-7%,-5%,i,12%,4,11,
Cc1cc(=O)n2nc(N3CCCC3C(=O)NCCCN3CC(C)CC(C)C3)sc2n1 (stereo not given),-3%,0%,2%,-3%,0%,i,3%,0,17,
CCN(CC)c1ccc(NC(=O)c2cc(OC)cc(OC)c2)c(C)c1,54%*,5%,60%*,-1%,60%*,i,7%,4,9,
COc1cc(S(=O)(=O)N2CCN3CCCC3C2)ccc1-n1cnnn1 (stereo not given),6%,5%,6%,-4%,-8%,i,9%,4,10,
O=C(COC(=O)c1ccc(S(=O)(=O)NCc2ccco2)cc1)NCCC1=CCCCC1,-2%,12%,-7%,3%,-6%,i,16%,0,0,
CCCCn1c(=O)c(-c2ccccc2)c(O)c2ccccc21,-6%,7%,-2%,-3%,-9%,i,8%,8,10,
CCCCC(CC)CNS(=O)(=O)c1ccc2c(c1)CCN2C(=O)CCC(=O)O (stereo not given),-34%,6%,-26%,-10%,-2%,i,·,4,10,
O=C(CSc1nc2ccccc2[nH]1)N1CCN(c2ccc(F)cc2)CC1,6%,4%,10%,-7%,0%,i,10%,11,5,
COc1cccc(N2C(=O)N(c3ccccc3)C3CS(=O)(=O)CC32)c1 (stereo not given),-4%,4%,-1%,-4%,16%,i,·,22,15,
CCOC(=O)Cn1nnnc1C(CC)N(Cc1cc2c(C)cc(C)cc2[nH]c1=O)C1CCCC1 (stereo not given),-2%,16%,-3%,-1%,3%,i,3%,5,8,
